Polio RdRp inh: inhibitors of poliovirus RNA polymerase binding and polymerization | % elongation, % (compound at 16.7 µg/mL) | poliovirus polymerase elongation, fluorescence polarization; active compounds read low | 150,000 compounds, 0.66% hits | P03300; in the data active = % elongation below about 90%; also: some results filed as inactive read as strong as hits
Target sequence (P03300 1749-2209 limits assumed): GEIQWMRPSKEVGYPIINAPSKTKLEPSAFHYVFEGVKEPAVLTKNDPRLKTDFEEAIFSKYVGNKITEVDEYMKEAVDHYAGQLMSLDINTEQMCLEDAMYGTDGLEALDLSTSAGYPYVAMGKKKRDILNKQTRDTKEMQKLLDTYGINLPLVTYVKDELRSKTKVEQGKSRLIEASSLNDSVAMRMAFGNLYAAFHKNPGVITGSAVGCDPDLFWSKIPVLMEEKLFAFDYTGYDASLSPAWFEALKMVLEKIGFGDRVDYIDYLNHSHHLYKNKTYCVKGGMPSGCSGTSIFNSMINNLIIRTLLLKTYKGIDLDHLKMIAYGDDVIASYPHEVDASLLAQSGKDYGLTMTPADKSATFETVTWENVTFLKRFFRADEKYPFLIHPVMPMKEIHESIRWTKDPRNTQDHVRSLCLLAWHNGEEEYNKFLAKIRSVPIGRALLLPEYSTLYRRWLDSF
Polio RdRp inh FP z-score: recorded beside Polio RdRp inh, whose call it bears; z-score; measured here: FP z-score; hits read low
An asterisk follows results filed as active; & = joins results of further samples. The list is partial, so the mix of outcomes need not match the whole.

Every second line gives: Polio RdRp inh	Polio RdRp inh FP z-score
COc1ccc(Nc2nc3ccc(C)cc3nc2-n2nc(C)cc2C)cc1Cl
  108.0	0.6
O=c1[nH]c2ccccc2o1
  113.0	1.1
Cn1c(S(=O)(=O)Cc2ccc(Br)cc2)nc2ccccc21
  102.0	0.6
Cc1ccc(NC(=O)CN2C(=O)c3ccccc3Sc3ccc(C(=O)N4CCOCC4)cc32)c(Cl)c1
  108.0	0.4
CC(O)(CN1CCOCC1)c1ccc(Br)cc1 (stereo not given)
  101.0	-0.3
CCN1CCN(C2=NC(C(=O)Nc3ccccc3)CC(=O)N2)CC1 (stereo not given)
  103.0	0.4
CC(=O)Nc1cccc(NC(=O)N2CCOCC2)c1
  107.0	0.3
Cc1ccc(Cn2c(=N)n(CC(=O)O)c3ccccc32)cc1
  99.0	-0.5
Cc1cc(C)cc(N2C(=O)CC(c3ccc4c(c3)OCO4)C3=C2CCCC3=O)c1 (stereo not given)
  102.0	0.1
CCc1ccccc1NC(=O)Cn1nc2c3cc(F)ccc3n(Cc3cccc(C)c3)cc-2c1=O
  110.0	0.3
Cn1c(=S)n(CN2CCC(C(N)=O)CC2)c2ccccc21
  98.0	-0.8
Cc1ccc(-c2ccc(OCC(=O)NC3CCCC3)cc2)cc1
  101.0	-0.1
CC(C)(Oc1ccc(Cl)cc1)C(=O)NCc1ccc2c(c1)OCO2
  103.0	0.6
O=C(O)c1ccc(N2CCOc3ccccc32)s1
  103.0	0.4
O=C(Cn1cnc2ccccc2c1=O)N1CCCc2ccccc21
  101.0	-0.2
c1csc(-c2nc(-c3c[nH]c4ccccc34)cs2)c1
  106.0	0.7
CSc1sc(=O)sc1SC
  101.0	-0.2
Oc1c(I)cc2oc3c(c2c1C=NCc1ccncc1)CCCC3
  114.0	1.2
O=S(=O)(c1ccc2oc3ccccc3c2c1)N1CCOCC1
  106.0	0.3
CC(C)NCC(O)c1ccc(O)c(O)c1 (stereo not given)
  99.0&102.0&101.0	-0.1&0.3&0.3
Nc1ccc2c(C(F)(F)F)cc(C(F)(F)F)nc2n1
  103.0	0.3
CCCOC(=S)NC1OCC(O)C(O)C1O (stereo not given)
  109.0	0.7
CCOc1ccc2nc(N3CCCC(C(=O)Nc4cccc(Cl)c4C)C3)sc2c1 (stereo not given)
  109.0	0.9
O=C(NCCSc1ccccc1)c1ccc(Br)cc1
  103.0	0
CCOc1ccc(CN(C)C(C)C(=O)NCc2ccccc2)cc1 (stereo not given)
  103.0	0.1
CC(C)(CNS(=O)(=O)c1ccc(Cl)cc1)OCc1ccccc1
  102.0	0.2
CCOc1ccc2nc(NC(NC(=O)CC)(C(F)(F)F)C(F)(F)F)sc2c1
  103.0	0
CN(C)S(=O)(=O)c1cccc(C(=O)NCC(=O)NC2CCN(Cc3ccccc3)CC2)c1
  114.0	1.3
Cc1ccc2nc(Cn3cnc4ccccc43)cc(=O)n2c1
  106.0	0.4
COc1cc(NC(=S)N(C)C)c(OC)cc1Cl
  98.0	-0.7
NC(=O)C1(S(=O)(=O)c2ccccc2)CCCCC1
  103.0	1.4
COc1cccc(CNC(=O)C2=C(C)C(=O)OC23CCN(C(C)=O)CC3)c1OC
  109.0	0.5
CCN1CCN(C(=O)c2ccc(Cl)nc2)CC1
  103.0	0.2
COC(=O)c1c(NC(=O)CCCOc2ccc(C)cc2)sc2c1C(C(=O)OC)CC2 (stereo not given)
  71.0*	-5.8*
CC(NC(=O)Cn1c(-c2cccs2)cc2cc(F)ccc21)c1ccccc1 (stereo not given)
  114.0	0.6
CCOc1ccc(CNC(=O)C2CCN(S(=O)(=O)N3CCC(C)CC3)CC2)cc1OC
  113.0	0.5
Cc1nc(SCc2noc(CSc3nc(C)c(C)c(C)c3C#N)n2)c(C#N)c(C)c1C
  103.0	0.2
CC(=O)N[C@@H](CSC/C=C(\C)CC/C=C(\C)CCC=C(C)C)C(=O)O
  100.0&99.0&100.0&101.0	-0.4&-0.8&0.1&0.4
CCn1c(=O)c2cc(S(N)(=O)=O)ccc2n(CC)c1=O
  102.0	0.3
CCN1CCN(c2nc3c(S(=O)(=O)c4ccc(C)cc4)nnn3c3ccsc23)CC1
  100.0	-0.8
COCCOC(=O)c1c(C)n(S(=O)(=O)c2ccc(C)cc2)c2ccc(NS(=O)(=O)c3ccc(C)cc3)cc12
  108.0	1.1
Cc1cc(=O)c2ccccc2n1CC(N)=O
  103.0	0.2
COc1cccc(N2C(=O)CC(n3nc(Nc4cccc(C)c4)sc3=S)C2=O)c1 (stereo not given)
  101.0	-0.2
Cc1ccc(S(=O)(=O)N=P(Oc2ccccc2)(c2ccc(C)o2)C(C)(C)C)cc1 (stereo not given)
  105.0	0.5
Cc1ccccc1NC(=O)C1CCN(C(=O)c2cnn(-c3ccccc3)c2-n2cccc2)CC1
  107.0	-0.1
O=C(NCC1COc2ccccc2O1)C1CCCN(C(=O)c2ccc(Cl)cc2)C1 (stereo not given)
  101.0	-0.4
CC(=O)NC1C(Sc2ccccc2)OC(CO)C(O)C1O (stereo not given)
  104.0	0.8
O=c1oc2ccccc2c(O)c1C=Nc1ccccc1
  102.0	0.1
Cc1ccc2c(=O)cc(C(=O)Nc3ccc(S(=O)(=O)N4CCCCC4C)cc3)oc2c1C (stereo not given)
  107.0	-0.1
O=C(CSc1cn(Cc2ccccc2)c2ccccc12)NCc1ccco1
  100.0	-0.3

Whole records, quoted from the list. Order of screens: Polio RdRp inh, Polio RdRp inh FP z-score
`O=c1oc2ccccc2c(O)c1C=Nc1ccccc1` across the screens: 102.0, 0.1
`Cc1ccc2c(=O)cc(C(=O)Nc3ccc(S(=O)(=O)N4CCCCC4C)cc3)oc2c1C` (stereo not given) across the screens: 107.0, -0.1
`COc1cccc(N2C(=O)CC(n3nc(Nc4cccc(C)c4)sc3=S)C2=O)c1` (stereo not given) across the screens: 101.0, -0.2
`O=C(NCC1COc2ccccc2O1)C1CCCN(C(=O)c2ccc(Cl)cc2)C1` (stereo not given) across the screens: 101.0, -0.4
`Cc1ccccc1NC(=O)C1CCN(C(=O)c2cnn(-c3ccccc3)c2-n2cccc2)CC1` across the screens: 107.0, -0.1

Later entries
Every second line gives: Polio RdRp inh	Polio RdRp inh FP z-score
Cc1ccc(N2CC(NC(=O)Cc3cccs3)CC2=O)cc1 (stereo not given)
  119.0	2.6
CCn1c(=O)cc(C(=O)OC)sc1=Nc1ccc(F)c(F)c1
  102.0	0.2
Cc1occc1C(=O)Oc1ccc(C(=O)c2ccccc2)cc1
  106.0	0.5
CN(C)CCCN(C(=O)c1ccc(Br)s1)c1nc2ccc(F)cc2s1
  108.0	0.5
CC1(C)CN2C(=S)N(c3ccccc3)C(c3ccccc3)N2C1 (stereo not given)
  108.0	0.8
COCCCNc1ncnc2onc(-c3ccc(F)cc3)c12
  100.0	-0.4
O=C(O)C(Cc1c[nH]c2ccccc12)NC(=O)C12CC3CC(CC(C3)C1)C2 (stereo not given)
  110.0	0.5
Cc1ccc2onc(CNC(=O)NCc3ccc(Cl)cc3)c2c1
  109.0	0.4
CC(C)c1ccc(NCC(O)COc2ccc(Cl)c(Cl)c2)cc1 (stereo not given)
  111.0	0.8
O=C1OC(CN2CCOCC2)CN1N=Cc1ccc([N+](=O)[O-])o1 (stereo not given)
  100.0	0
C=CCOC(=O)COc1ccc2c(CC)cc(=O)oc2c1
  100.0	-0.1
CC(NC(=O)Nc1ccc(Cl)cc1)c1nc(-c2cccnc2)n[nH]1 (stereo not given)
  100.0	-0.4
CN(C)C(=O)CCc1cc(C(C)(C)C)c(O)c(C(C)(C)C)c1
  102.0	0.5
CCOC(=O)c1c(C)oc2c1c(CN1CCN(c3ccccc3F)CC1)c(O)c1ccccc12
  102.0	0.1
COc1ccc(S(=O)(=O)Nc2cc3c(cc2NCc2ccccc2)n(C)c(=O)n3C)cc1OC
  99.0	-1.5
Cc1cccc(N(C)C(=O)CN(C)S(=O)(=O)c2ccc3[nH]c4c(c3c2)CCCC4)c1
  107.0	0.2
NC(=O)Cn1c(=O)n(CCCCCC(=O)NCc2ccc(F)cc2)c(=O)c2sccc21
  107.0	0.4
CCOc1ccc(NC(=O)CCn2c(=O)sc3ccccc32)cc1
  98.0	-1.7
COc1cccc(N2C(=O)N(CC(=O)NCc3cccc(OC)c3OC)c3ccccc3S2(=O)=O)c1
  107.0	-0.1
COc1cc2c(cc1OC)C(CC(=O)Nc1ccccc1)C(=O)NN=C2C (stereo not given)
  105.0	0.8
NC(N)=N/N=C/c1cccs1
  102.0	0.1
COc1ccc(Cn2c(=O)c3oc4ccccc4c3n(CC(=O)Nc3cc(C)cc(C)c3)c2=O)cc1
  101.0	-1.3
Cc1cc2c(cn1)C(=Nc1ccccc1C)c1ccccc1-2
  100.0	-0.1
O=C(O)CN1CCCC1=O
  100.0	-0.5
Cc1ccccc1CNC(=O)Cc1ccc(NC(=O)N2CCCCc3ccccc32)cc1
  107.0	0.1
COc1ccc2nc(N(Cc3cccnc3)C(C)=O)sc2c1
  106.0	-0.2
C1=CCC(CNCc2ccc3c(c2)OCO3)CC1 (stereo not given)
  105.0	0.9
Cc1cc2nn(-c3ccc(F)cc3)nc2cc1NC(=O)c1cc(Cl)ccc1Cl
  103.0	-0.2
CCOC(=O)/C(C#N)=C1/C=CN(C)C=N1
  102.0	0.2
CSC(=S)n1c2ccccc2c2ccccc21
  102.0	0.1
CCCSCCCNC(=O)CN1C(=O)CCn2nc(-c3cn(C)c4ccccc34)cc21
  110.0	0.9
COc1cc(OC)cc(C(=O)N(C)C2(c3ccccc3Cl)CCCCC2=O)c1 (stereo not given)
  103.0	0.6
CCCCCn1c(CNC(=O)c2ccccc2)nc2ccccc21
  108.0	1
Cc1noc(C)c1S(=O)(=O)NCC1COc2ccccc2O1 (stereo not given)
  107.0	0.5
Cc1cc(C)n(-c2nncn2/N=C/c2ccc(N3CCCCC3)s2)n1
  106.0	0.4
CC1CCc2c(sc3ncn(-n4cccc4)c(=O)c23)C1 (stereo not given)
  99.0	-0.2
CCOC(=O)n1c(CC#N)nc2ccccc21
  107.0	0.5
CCSC1=NC2(CCNCC2)N=C1c1ccc(OC)cc1
  104.0	0.5
COc1ccc(N2CCN(C(=O)CSc3nnc4c5ccccc5n(CC(=O)O)c4n3)CC2)cc1
  103.0	0.5
Oc1ccccc1/C=N/c1nc2ccccc2[nH]1
  99.0	-0.3
Cn1cc(C(=O)N2CCN(Cc3ccccc3)CC2)c2c3ccccc3n(C)c2c1=O
  102.0	0.1
O=C(CCn1c(=O)oc2ccccc21)Sc1ccc(C(F)(F)F)cc1
  98.0	-1.3
CCCCNC(=O)c1sc(SCC(=O)OCC)nc1N
  99.0	-0.3
Cc1oc(-n2c(C)ccc2C)c(C#N)c1C(C)O (stereo not given)
  109.0	0.9
CC(C)N1CCN(C(=O)c2ccc(F)cc2)CC1
  98.0	-0.6
Cc1ccc(-c2nc(CS(=O)(=O)CC(=O)NC3CCCCCC3)c(C)o2)cc1
  100.0	-0.1
CC(=O)NC(=O)/C(C#N)=N\O
  100.0	-0.6
Cc1cc(C)n2nc(SCCN3C(=O)c4ccccc4S3(=O)=O)nc2n1
  103.0	0
Cc1nc(-c2cc(C(=O)O)n(C)c2)cs1
  99.0	-0.5
O=C(COC(=O)C12CC3CC(CC(C3)C1)C2)Nc1ccc(Cl)cc1
  100.0	-0.7

Other compounds.
Every second line gives: Polio RdRp inh	Polio RdRp inh FP z-score
Cc1nn(C)cc1C(C(=O)NC1CCCCC1)N(CCc1ccccc1)C(=O)c1cnccn1 (stereo not given)
  104.0	0.5
COC(=O)c1c(C)[nH]c(C(=O)C(C)N2CCc3ccccc3C2)c1C (stereo not given)
  99.0	-0.1
O=C(NN1CCOCC1)c1ccc(=O)n(Cc2ccccc2)n1
  99.0	-0.4
CC(C)CNC(=O)CSc1ccc(S(=O)(=O)N2CCN(C)CC2)cn1
  104.0	0.2
O=C(NCc1ccc2c(c1)OCO2)c1cc(=O)c2ccccc2o1
  99.0	-0.3
COC(=O)NCC(c1cccnc1)N1CCN(c2ccc(F)cc2)CC1 (stereo not given)
  107.0	-0.3
Cc1ccc2nc(SCC(=O)c3ccc(Cl)s3)[nH]c2c1
  104.0	0.9
O=C(CSc1nnc2ccccn12)Nc1ccccc1Cl
  104.0	0.1
CC(=O)N[C@@H](C)C(=O)NCc1cccc(C(F)(F)F)c1
  102.0	0
COc1ccc(-c2nc3sc(CCNC(=O)Cc4ccccc4)c(C)n3n2)cc1
  104.0	-0.8
CCOC(=O)N1CCN(C(=O)c2ccc3c(c2)N(CC)CCS3)CC1
  102.0	0.7
CCOC(=O)c1oc2ccccc2c1NC(=O)COC(=O)CC1Sc2ccccc2NC1=O (stereo not given)
  100.0	-0.1
C[n+]1c(CF)sc2ccccc21
  98.0	-0.4
Clc1ccc2nc(-c3ccccc3)c(NCc3ccco3)n2c1
  103.0	0.2
CC(C)(C)c1cc(C(C)(C)C)c(O)c(S(N)(=O)=O)c1
  100.0	0
COc1cccc(CNC(=O)C2CCN(S(=O)(=O)c3cn(C)cn3)CC2)c1
  101.0	-1.2
CCOC(=O)N1CCN(C(=O)c2cc3c(s2)-c2ccc(Cl)cc2S(=O)(=O)C3)CC1
  100.0	-0.9
C=C1C(=O)O[C@@H]2C[C@@H](C)[C@@H]3C=CC(=O)[C@@]3(C)[C@@H](O)[C@H]12
  98.0	-0.4
CCOc1ccc(Nc2nc3c(S(=O)(=O)c4cccc(Cl)c4)nnn3c3ccsc23)cc1
  107.0	0.2
CC(C)CCNC(=O)C1CCN(c2nnc(-n3cccc3)s2)CC1
  106.0	0.9
CC(NC(=O)CSc1nc(N)cc(N)n1)C12CC3CC(CC(C3)C1)C2 (stereo not given)
  107.0	0.7
COc1ccccc1CC1(C)NC(=O)N(CC(=O)c2ccc3c(c2)OCO3)C1=O (stereo not given)
  107.0	0.7
NNC(=O)c1cccc(COc2ccc(C3SCCS3)cc2)c1
  106.0	0.6
FC(F)(F)c1ccc(NC(=S)N2CCn3cccc3C2c2cccs2)cc1 (stereo not given)
  102.0	0.1

Screening results: PubChem BioAssay, ICCB-Longwood Screening Facility, Harvard Medical School
